MrgX1 allo act: allosterically activates human MrgX1 receptor signaling. MrgX1-HEK293, Fluo-4 calcium flux, FDSS; hits give high values. B-score at 10 µM. 310,000 compounds, 0.63% hits. AID 588675;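 active = plate-corrected calcium response at least 3 library SD above typical, normal starting fluorescence, not activating the receptor alone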;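 also: compound read alongside a low EC10 to EC30 dose of BAM8-22 agonist; peak minus trough fluorescence over baseline measured at the second addition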
Target sequence (Q96LB2 whole entry, looked up): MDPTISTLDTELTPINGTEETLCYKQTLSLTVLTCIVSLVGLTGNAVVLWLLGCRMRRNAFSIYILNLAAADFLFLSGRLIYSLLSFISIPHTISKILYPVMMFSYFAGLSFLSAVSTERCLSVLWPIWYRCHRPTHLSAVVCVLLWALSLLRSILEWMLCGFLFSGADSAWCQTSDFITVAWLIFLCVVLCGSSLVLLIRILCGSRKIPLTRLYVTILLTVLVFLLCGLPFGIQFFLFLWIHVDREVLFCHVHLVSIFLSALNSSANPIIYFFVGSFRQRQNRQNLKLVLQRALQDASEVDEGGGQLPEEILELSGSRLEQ
KCNQ1 act: potentiates or activates the human KCNQ1 potassium channel | P51787 | CHO-K1 KCNQ1, thallium flux FluxOR fluorescence; hits give high values | B-score at 10 µM | 310,000 compounds, 0.35% hits;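 active = fluorescence ratio B-score, a plate-corrected score, at least three library SD, with initial intensity B-score within 5 SD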
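System: Stable KCNQ1 CHO-K1 line | Incubation: 90 min dye loading and 20 min compound exposure, both at room temperature | Measure: Ratio B score | Medium: Assay buffer for compound exposure, DMSO matched across wells | Compound dosing: Single-concentration screen | Probe or stimulus: K+/Tl+ depolarizing stimulus | Measured by: Kinetic FluxOR fluorescence, 10 s baseline plus 110 s post-stimulus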
TMEM16A act: activates or potentiates the mouse TMEM16A chloride channel | Q8BHY3 | HEK293 TMEM16A/YFP-H148Q/I152L, iodide quench fluorescence; hits give low values | 340,000 compounds, 0.3% hits | B-score at 10 µM;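 active = fluorescence-ratio B-score plate-corrected deviation score at least 3 library SD below zero, with starting fluorescence score within 5 deviations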;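 also: channel opened by trigger with iodide after compound preincubation; score built on the fluorescence ratio of max minus min over baseline; more negative score means more quench and so TMEM16A activation or potentiation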
RGS4 act: potentiators or activators of RGS4; HEK293 M3R/inducible RGS4, carbachol calcium flux Fluo4; hits give low values; B-score at 10 µM; 310,000 compounds, 0.92% hits;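 active = B-score of the integrated calcium signal more than 4 SD below the library mean, with starting fluorescence not abnormally high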;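 also: negative B-score means reduced calcium response which marks RGS4 activation or potentiation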
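Also added: carbachol at ECmax as muscarinic agonist stimulus; Assay system: HEK293 cells with stable M3R and inducible RGS4; Timing: overnight RGS4 induction, 30 min dye load 37 °C, 20 min compound RT; Measured by: Fluo4-AM (2 µM) calcium-flux fluorescence, kinetic read.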
KCNK9 inh: inhibitors of human KCNK9 two-pore domain potassium channel; 310,000 compounds, 1.2% hits; AID 488922; HEK293 KCNK9, FluxOR thallium flux fluorescence; hits give low values; B-score at 10 µM;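 active = ratio B-score over 3 SD below the library mean, with starting fluorescence within 5 SD of its mean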;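 also: negative B-score means less thallium flux so channel inhibition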
Target sequence (Q9NPC2 whole entry, looked up, the tested form may be a part): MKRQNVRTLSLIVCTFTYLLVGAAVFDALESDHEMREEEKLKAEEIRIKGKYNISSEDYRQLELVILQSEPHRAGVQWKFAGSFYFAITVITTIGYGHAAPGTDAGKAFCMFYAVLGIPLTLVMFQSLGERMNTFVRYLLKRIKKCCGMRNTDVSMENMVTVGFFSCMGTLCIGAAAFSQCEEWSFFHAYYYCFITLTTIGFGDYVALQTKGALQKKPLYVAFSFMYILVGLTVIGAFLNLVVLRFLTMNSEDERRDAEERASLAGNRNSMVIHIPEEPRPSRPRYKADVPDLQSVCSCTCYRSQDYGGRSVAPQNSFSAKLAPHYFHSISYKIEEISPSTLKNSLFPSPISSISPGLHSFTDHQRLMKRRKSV
hERG protect: shields human hERG channel from block by proarrhythmic agents. CHO-hERG, FluxOR thallium flux, dofetilide IC70 present. 310,000 compounds, 0.51% hits. activation (rescue from dofetilide block), less the hit threshold, % at 10 µM;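 active = activation above the mean of controls blocked by dofetilide plus 5 SD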;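 also: thallium influx through hERG after potassium depolarization seen as dye fluorescence rise; in these data hits start at about 4.7%; inactives centre near -7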
KCNQ1 inh: inhibitors of human KCNQ1 potassium channel. P51787. CHO-K1 KCNQ1, FluxOR thallium flux fluorescence; hits give high values. B-score at 10 µM. 310,000 compounds, 1.3% hits;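 active = compounds whose thallium flux B-score, printed positive for inhibition, exceeds three library SD while starting fluorescence stays within three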;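 also: channel opened by potassium depolarization with thallium stimulus after 20 min compound exposure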
ANO1 block: mouse TMEM16A channel inhibition, primary screen; HEK293 TMEM16A/YFP iodide influx fluorescence, ionomycin; normalized B-score (activity score, 25-100; higher = stronger inhibition) at 10 µM; 310,000 compounds, 1.2% hits;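 active = ratio plate-corrected score three or more library SD toward inhibition, starting fluorescence score within five deviations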;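 also: score derived from kinetic fluorescence span divided by baseline fluorescence per well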
KCNK3 block: human KCNK3 channel inhibition, primary screen. CHO-KCNK3 thallium flux, FluxOR fluorescence; hits give low values. O14649. 340,000 compounds, 0.84% hits. B-score at 10 µM;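 active = B-score under library mean minus 4 SD, starting fluorescence ratio at most library mean plus 5 SD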;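 also: more negative B-score means stronger inhibition of thallium flux through KCNK3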
MrgX1 ag: activates human MrgX1 receptor signaling | B-score at 10 µM | 310,000 compounds, 0.44% hits | Q96LB2 | MrgX1-HEK293 cells, Fluo-4 calcium fluorescence, agonist mode; hits give high values | AID 588627;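 active = calcium response B-score plate-corrected fluorescence ratio at least 3 library SD, with starting fluorescence B-score inside 5 SD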
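times = overnight plating, then 30 min 37 °C plus 30 min room-temperature dye loading | assay system = stable human MrgX1 HEK293 cell line | input = fifteen thousand cells per well | signal = kinetic calcium dye fluorescence, Fluo-4 NW | dosing = compound delivered in addition one of three | read-out = B-scored fluorescence response ratio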
RGS4 block: human RGS4 inhibition | P49798 | HEK293 M3R/RGS4 inducible, Fluo-4 calcium flux; hits give high values; triggered by carbachol at its EC20 | B-score at 10 µM | 310,000 compounds, 0.45% hits | AID 463165;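 active = B-score, a plate-corrected calcium signal, over three deviations above library mean, with baseline fluorescence within five deviations of library mean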;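 also: RGS4 expression induced by doxycycline in cells with stable M3 receptor; B-score is computed from the integrated fluorescence ratio over baseline after carbachol; higher B-score means a larger calcium signal and so more RGS4 inhibition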
Target sequence (P49798 whole entry, looked up): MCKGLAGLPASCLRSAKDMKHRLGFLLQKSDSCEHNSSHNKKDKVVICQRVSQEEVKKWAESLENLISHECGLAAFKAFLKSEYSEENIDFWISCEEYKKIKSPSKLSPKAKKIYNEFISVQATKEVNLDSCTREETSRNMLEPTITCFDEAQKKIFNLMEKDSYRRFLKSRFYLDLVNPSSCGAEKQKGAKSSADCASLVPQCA
An asterisk follows results filed as active; i = inactive; nt = not tested or not shown.

SMILES	MrgX1 allo act	KCNQ1 act	TMEM16A act	RGS4 act	KCNK9 inh	hERG protect	KCNQ1 inh	ANO1 block	KCNK3 block	MrgX1 ag	RGS4 block
Cn1nc(-c2ccccc2)c(C(=O)NC(C(=O)O)c2ccccc2)c1Cl (configuration not stated)	i	i	i	i	i	-1	i	i	i	i	i
O=C(CSc1nc2ccccc2n1CCc1ccccc1)N1CCOCC1	i	i	i	i	i	-9	i	i	i	i	i
CCOC(=O)Cc1csc(NS(=O)(=O)c2ccc(C(F)(F)F)cc2)n1	i	i	i	i	i	-1	i	i	i	i	i
Cn1/c(=N/NC(=O)c2ccccc2F)sc2ccccc21	i	i	i	i	i	-8	i	i	i	i	i
O=C(N/N=C\c1ccccc1F)c1ccc(-c2ccccc2)cc1	i	i	i	i	i	-4	i	i	i	i	i
COc1ccc(C(=O)c2c(O)cc(-c3ccc(OC)cc3)oc2=O)cc1	i	i	i	i	i	-9	i	i	i	i	i
O=C(COc1ccc2ccccc2c1)NN1C(=O)c2ccccc2C1=O	i	i	i	i	i	-2	i	i	i	i	i
COCCNC(=O)CSc1cc(=O)n(C)c2cc(Cl)ccc12	i	i	i	i	i	-5	i	i	i	i	i
COc1cc2c(cc1OC)C(c1cccc([N+](=O)[O-])c1)=NCC2	i	i	i	i	i	-9	i	i	i	i	i
COc1ccc(NC(=O)CC(C(=O)O)C(C)c2ccccc2)cc1 (configuration not stated)	i	i	i	i	i	-9	i	i	i	i	i
C=CCOc1ccc(/C=C(\C#N)C(=O)Nc2ccccn2)cc1	i	i	i	i	i	-7	i	i	i	i	i
O=C1c2ccccc2NC(c2cn[nH]c2-c2ccc(Cl)cc2)N1O (configuration not stated)	i	i	i	i	i	-8	i	i	i	i	i
Cc1ccc(/C=C(\C#N)C(=O)Nc2cccc3ncccc23)o1	i	i	i	i	i	-9	i	i	i	i	i
COc1cc(/C=N/NC(=O)CC#N)ccc1Oc1nc(Cl)ncc1F	i	i	i	i	i	-9	i	i	i	i	i
Cc1c(N=C2NC(=O)C(CC(=O)Nc3ccc(Cl)cc3)S2)c(=O)n(-c2ccccc2)n1C (configuration not stated)	i	i	i	i	i	-10	i	i	i	i	i
COc1cccc(C2CC(C(F)(F)F)n3ncc(C(=O)NCC4CCCO4)c3N2)c1 (configuration not stated)	i	i	i	i	i	-6	i	i	i	i	i
C=CCn1c(=NC(=O)C2COc3ccccc3O2)sc2cccc(OC)c21 (configuration not stated)	i	i	i	i	-7.4*	-13	i	i	i	i	i
COc1ccccc1-n1c(SCC(=O)N2CCCCC2)nc2cccnc21	i	i	i	i	i	-5	i	i	i	i	i
CCCCC(=O)Nc1ccc(NC(=S)NC(=O)CCCCl)cc1OC	i	i	i	i	i	-3	i	i	i	i	i
COc1ccccc1/C=C1\SC(N2CCC(C)CC2)=NC1=O	i	i	i	i	i	-6	i	i	i	i	i

Just ANO1 block, KCNK3 block and KCNQ1 inh, for some of the entries so far:
| SMILES | ANO1 block | KCNK3 block | KCNQ1 inh |
| --- | --- | --- | --- |
| COc1cc(/C=N/NC(=O)CC#N)ccc1Oc1nc(Cl)ncc1F | i | i | i |
| Cc1c(N=C2NC(=O)C(CC(=O)Nc3ccc(Cl)cc3)S2)c(=O)n(-c2ccccc2)n1C (configuration not stated) | i | i | i |

(list continues)
SMILES	MrgX1 allo act	KCNQ1 act	TMEM16A act	RGS4 act	KCNK9 inh	hERG protect	KCNQ1 inh	ANO1 block	KCNK3 block	MrgX1 ag	RGS4 block
Cn1c(N)c(C(=O)c2ccccc2)c(=O)n(C)c1=O	i	i	i	i	i	-12	i	i	i	i	i
Cc1cccc(-n2nnnc2-c2cnccc2C(F)(F)F)c1C	i	i	i	i	i	-8	i	i	i	i	i
NNC(=O)c1oc2nc(-c3ccccc3)cc(-c3ccco3)c2c1N	i	i	i	i	i	-16	i	i	i	i	i
CCN1CCN(C(=S)Nc2cccc([N+](=O)[O-])c2)CC1	i	i	i	i	i	-4	i	i	i	i	i
Cc1ccsc1/C=N/NC(=O)c1ccc([N+](=O)[O-])cc1	i	i	i	i	i	-13	i	i	i	i	i
CN1CCN(NC(=O)Nc2ccc(Br)cc2)CC1	i	i	i	i	i	-14	i	i	i	i	i
CCOC(=O)c1sc(NC(=O)Nc2ccccc2Cl)cc1C	i	i	i	i	i	-11	i	i	i	i	i
Cc1ccc(C)c(OCCC(=O)OCC(=O)N(C)c2c(N)n(Cc3ccccc3)c(=O)[nH]c2=O)c1	i	i	i	i	i	-8	i	i	i	i	i
O=C(CC(Nc1ccccc1)C(=O)O)c1ccccc1 (configuration not stated)	i	i	i	i	i	-14	i	i	i	i	i
CN(C)c1ccc(/C=C2\CCCCC2=O)cc1	i	i	i	i	i	-5	i	i	i	i	i
Cc1c(N=Cc2nc3ccccc3n2C)c(=O)n(-c2ccccc2)n1C	i	i	i	i	i	-12	i	i	i	i	i
COc1ccc(OC)c(CC(NC(C)=O)C(=O)NC2CCN(c3c(Cc4ccccc4)c(C)nc4ncnn34)CC2)c1 (configuration not stated)	i	i	i	i	i	-12	i	i	i	i	i
COc1ccccc1NC(=O)c1ccc(NC(=O)CSc2nncn2C)cc1	i	i	i	i	i	-9	i	i	i	i	i
CP(=O)(Nc1cc(Cl)ccc1Cl)c1nc2c(s1)CCCC2 (configuration not stated)	i	i	i	i	i	-15	i	i	i	i	i
COc1ccc(CNC(=O)C2C3C=CC4(CN(Cc5cccnc5)C(=O)C24)O3)cc1 (configuration not stated)	i	i	i	i	i	-2	i	i	i	i	i
O=C(N/N=C/c1ccc[nH]1)c1ccc2c(c1)OCO2	i	i	i	i	i	-9	i	i	i	i	i
COc1ccccc1C(=O)NCC(=O)N1CCN(S(=O)(=O)c2ccc3c(c2)OCCO3)CC1	i	i	i	i	i	-14	i	i	i	i	i
CCN(CC)c1ccc(/C=N/Nc2nc(C)cc(C)n2)c(O)c1	i	i	i	i	i	-9	i	i	i	i	i
Cc1cccc(N2C(=O)Cc3ccccc3C2=O)c1	i	i	i	i	i	-16	i	i	i	i	i
CCOC(=O)CN1C(=O)C(=O)c2cccc(C)c21	i	i	i	i	i	-17	i	i	i	i	i
CCCNC(=O)[C@H](Cc1c[nH]c2ccccc12)NC(=O)c1ccccc1Cl	i	i	i	i	i	-2	i	i	i	i	i
COc1ccc([C@@H]2CC(=O)c3c(O)cc(O)cc3O2)cc1O	i	nt	i	nt	nt	nt	nt	i	i	i	nt
Cc1ccc(-c2nnc(SCC(=O)N3CCN(c4ccccc4)CC3)o2)cc1	i	i	i	i	i	-8	i	i	i	i	i
CCN(CC)CCN(Cc1cc2cc3c(cc2[nH]c1=O)OCO3)C(=S)NCCOC	i	i	i	i	i	-3	i	i	i	i	i
Cn1c(=O)c2c(nc(CN3CCN(c4ccccc4)CC3)n2CCc2ccccc2)n(C)c1=O	i	i	i	i	i	-8	i	i	i	i	i
O=C(CCNC(=O)c1ccccc1Cl)Nc1cc(S(=O)(=O)N2CCOCC2)ccc1N1CCCC1	i	i	i	i	i	-10	i	i	i	i	i
CC(C)Oc1ccc(-c2cc(C(=O)NCCN3CCOCC3)c3ccccc3n2)cc1	i	i	i	i	i	-22	i	i	i	i	i
CCOc1cc(C(=O)Nc2cc(C)on2)cc(OCC)c1OCC	i	i	i	i	i	-2	i	i	i	i	i
Cc1csc(NC(=O)CN2C(=O)COc3ccc(Cl)cc32)n1	i	i	i	i	i	-2	i	i	i	i	i
CCCc1cc2c(=O)c(-c3ccc4c(c3)OCCO4)coc2cc1OS(C)(=O)=O	i	i	i	i	i	-7	i	i	i	i	i
COC(=O)c1nc2ccccc2s1	i	i	i	i	i	-5	i	i	i	i	i
COc1ccc(-n2c(SCC(=O)C(C)(C)C)nc3c(sc(=S)n3-c3ccccc3)c2=O)c(OC)c1	i	i	i	i	i	-9	i	i	i	i	i
Cn1cnnc1SC1CCCCC1NS(=O)(=O)c1ccccc1 (configuration not stated)	i	i	i	i	i	-5	i	i	i	i	i
COc1ccccc1/C=C/C(=O)NCC(=O)N=Nc1c(O)[nH]c2ccccc12	i	i	i	i	i	-2	i	i	i	i	i
CC(=C/c1ccc(C(C)C)cc1)/C=N/NC(=O)CSc1ccccn1	i	i	i	i	-20*	-2	i	i	i	i	i
CCOC(=O)c1cc(C#N)c(SCC(=O)OC)[nH]c1=O	i	i	i	i	i	-12	i	i	i	i	i
CC1CC(C)CN(C(=O)C(Cc2ccccc2)NC(=O)c2ccccc2)C1 (configuration not stated)	i	i	i	i	i	-10	i	i	i	i	i
O=C(NC1CC1)C1CCN(c2ncccn2)CC1	i	i	i	i	i	-6	i	i	i	i	i
CCOC(=O)C[N+](C)(C)CCOC1CC2CCC1(C)C2(C)C (configuration not stated)	i	i	i	i	i	-13	i	i	i	i	i
O=C(O)c1ccccc1NCc1ccsc1	i	i	i	i	i	-7	i	i	i	i	i
CN(Cc1ccco1)C(=O)C1CCC(=O)N1Cc1ccc(F)cc1 (configuration not stated)	i	i	i	i	i	-2	i	i	i	i	i
COc1cccc(-c2nnc(NC(=O)c3ccc(S(=O)(=O)N4CC(C)OC(C)C4)cc3)o2)c1 (configuration not stated)	i	i	i	i	i	-2	i	i	i	i	i
Cc1ccccc1NC(=O)CSc1n[nH]c(-c2ccco2)n1	i	i	i	i	i	-7	i	i	i	i	i
Cc1ccc(NC(=O)CN2C(=O)S/C(=C\c3ccccn3)C2=O)cc1C	i	i	i	i	i	-8	i	i	i	i	i
CCCCC(=O)Nc1ccc(C(=O)Nc2ccc(S(=O)(=O)Nc3ccc(C)cc3)cc2)cc1	i	i	i	i	i	0	i	i	i	i	i
CCN(C(=O)c1c(-c2ccccc2Cl)noc1C)C1CCCCC1	i	i	i	i	-9.1*	-10	i	i	-12*	i	i
Cc1ccc(-c2ccc(=O)n(Cc3cc(C)ccc3C)n2)cc1	i	i	i	i	i	-2	i	i	i	i	i
